Assay outcomes: PubChem BioAssay, Sanford-Burnham Center for Chemical Genomics
TAG inh = triacylglycerol accumulation inhibition | H9c2 cells, Nile Red lipid (TAG) fluorescence; cells loaded with 200 µM oleic acid | inhibition, % at 12.5 µM | 230,000 compounds, 0.66% hits;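 active means pattern-corrected inhibition of lipid staining of at least 50% with the nuclear-stain viability signal not falling by more than 50%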;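 further: 0% = DMSO wells and 100% = triacsin C control wells; some results filed as inactive read as strong as hits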
TAG inh DAPI viability = recorded beside TAG inh, whose call it bears; DAPI nuclei signal change (viability), lower = more cytotoxic, %;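 whole-well DAPI fluorescence read on a plate reader as a viability signal; minus 50 percent equals half of cells still viable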
* hit, by the source's call.

Start of the listing, in advance (20 entries):
canonical_smiles	TAG inh	TAG inh DAPI viability
CCC(=O)N1c2ccc(S(=O)(=O)CCC(=O)N3CCC4(CC3)OCCO4)cc2CC1C (stereo not given)	-3.9	-3.4
O=c1[nH]c(=S)n(-c2ccccc2)c(O)c1C=NCc1ccccn1	-5.8	-0.8
CCN1C(=O)NC(=O)/C(=C\c2cn(CC(=O)N3CCCCC3C)c3ccccc23)C1=O (stereo not given)	7.1	2.7
O=P(Oc1ccccc1)(Oc1ccccc1)C(O)c1ccccc1 (stereo not given)	-26.1	-4.7
O=C1NC(=O)N(c2ccc3c(c2)OCO3)C(=O)/C1=C\c1ccsc1	-3.6	-1.3
C=CCn1c(O)c(/C=N/NC(=O)CCCC)c(=O)[nH]c1=S	6.2	-3.1
COC(=O)C1=C(c2ccc(C(C)=O)cc2)C[C@@H]2CC[C@H]1N2C(=O)N1CCC(O)CC1	-11.0	-10.5
CC(=NCc1ccco1)c1c(O)n(Cc2ccccc2)c(=O)[nH]c1=O	-9.4	-6.8
CCN(CC)c1ccc(N=Cc2c(O)n(Cc3ccco3)c(=O)[nH]c2=O)cc1	-0.7	1.4
O=C(NC12CC3CC(CC(C3)C1)C2)OC1CN2CCC1CC2 (stereo not given)	8.3	-1.7
O=c1[nH]c(=S)n(-c2ccc(Cl)cc2)c(O)c1C=Nc1ccc(N2CCOCC2)cc1	-9.2	-0.7
C=C1C(=O)O[C@H]2[C@H]1[C@H](OC(=O)CC(=O)O[C@@H]1C[C@@H](C)[C@@H]3C=CC(=O)[C@@]3(C)[C@H]3OC(=O)C(=C)[C@H]13)C[C@@H](C)[C@H]1C=CC(=O)[C@]12C	13.9	-9.8
N#CCP(=S)(c1ccccc1)c1ccccc1	1.1	-7.1
c1ccc(C[n+]2ccccc2)cc1	6.9	2.4
COc1cccc(N2C(=O)NC(=O)/C(=C/c3ccc4c(c3)Cc3ccccc3-4)C2=O)c1	-6.7	4.8
CC(C)COC(=O)N1Cc2ccccc2-n2nncc2C1	5.5	3.4
O=C(N/N=C/c1c(O)n(Cc2ccccc2)c(=O)[nH]c1=O)c1ccncc1	0.7	-0.7
CC(=O)c1ccc(OCC(=O)N2CCCC(N(C)Cc3ccccc3)C2)cc1 (stereo not given)	14.5	0.9
COc1ccc(C2(c3cccc(O)c3OC)CCN(C(C)=O)CC2)cc1O	-19.4	11.3
C[C@]12CCC3C(CC[C@@H]4[C@H]5O[C@H]5CC[C@]34C)C1CC[C@@H]2O (stereo not given in full)	11.2	-3.1

The list itself (from the top)
canonical_smiles	TAG inh	TAG inh DAPI viability
CCC(=O)N1c2ccc(S(=O)(=O)CCC(=O)N3CCC4(CC3)OCCO4)cc2CC1C (stereo not given)	-3.9	-3.4
O=c1[nH]c(=S)n(-c2ccccc2)c(O)c1C=NCc1ccccn1	-5.8	-0.8
CCN1C(=O)NC(=O)/C(=C\c2cn(CC(=O)N3CCCCC3C)c3ccccc23)C1=O (stereo not given)	7.1	2.7
O=P(Oc1ccccc1)(Oc1ccccc1)C(O)c1ccccc1 (stereo not given)	-26.1	-4.7
O=C1NC(=O)N(c2ccc3c(c2)OCO3)C(=O)/C1=C\c1ccsc1	-3.6	-1.3
C=CCn1c(O)c(/C=N/NC(=O)CCCC)c(=O)[nH]c1=S	6.2	-3.1
COC(=O)C1=C(c2ccc(C(C)=O)cc2)C[C@@H]2CC[C@H]1N2C(=O)N1CCC(O)CC1	-11.0	-10.5
CC(=NCc1ccco1)c1c(O)n(Cc2ccccc2)c(=O)[nH]c1=O	-9.4	-6.8
CCN(CC)c1ccc(N=Cc2c(O)n(Cc3ccco3)c(=O)[nH]c2=O)cc1	-0.7	1.4
O=C(NC12CC3CC(CC(C3)C1)C2)OC1CN2CCC1CC2 (stereo not given)	8.3	-1.7
O=c1[nH]c(=S)n(-c2ccc(Cl)cc2)c(O)c1C=Nc1ccc(N2CCOCC2)cc1	-9.2	-0.7
C=C1C(=O)O[C@H]2[C@H]1[C@H](OC(=O)CC(=O)O[C@@H]1C[C@@H](C)[C@@H]3C=CC(=O)[C@@]3(C)[C@H]3OC(=O)C(=C)[C@H]13)C[C@@H](C)[C@H]1C=CC(=O)[C@]12C	13.9	-9.8
N#CCP(=S)(c1ccccc1)c1ccccc1	1.1	-7.1
c1ccc(C[n+]2ccccc2)cc1	6.9	2.4
COc1cccc(N2C(=O)NC(=O)/C(=C/c3ccc4c(c3)Cc3ccccc3-4)C2=O)c1	-6.7	4.8

Carrying on:
canonical_smiles	TAG inh	TAG inh DAPI viability
CC(C)COC(=O)N1Cc2ccccc2-n2nncc2C1	5.5	3.4
O=C(N/N=C/c1c(O)n(Cc2ccccc2)c(=O)[nH]c1=O)c1ccncc1	0.7	-0.7
CC(=O)c1ccc(OCC(=O)N2CCCC(N(C)Cc3ccccc3)C2)cc1 (stereo not given)	14.5	0.9
COc1ccc(C2(c3cccc(O)c3OC)CCN(C(C)=O)CC2)cc1O	-19.4	11.3
C[C@]12CCC3C(CC[C@@H]4[C@H]5O[C@H]5CC[C@]34C)C1CC[C@@H]2O (stereo not given in full)	11.2	-3.1
O=C(c1ccc2c3c(cccc13)CC2)C1CCCN(Cc2ncc[nH]2)C1 (stereo not given)	25.1	40.0
COc1ccc(C2=NCc3nnc(C)n3-c3ccc(Cl)cc32)cc1Cl	18.5	4.7
CCC1(CCO)C(=O)NC(=S)NC1=O	-19.0	7.7
CN1C(=O)C(=Cc2ccccc2OCCOc2ccc([N+](=O)[O-])cc2)C(=O)N(C)C1=O	1.5	-10.8
CCCCCCn1c(O)c(/C=N/N2CCCCCC2)c(=O)[nH]c1=O	8.5	3.2
COC(=O)C1=C(c2ccc(C(C)=O)cc2)C[C@@H]2CC[C@H]1N2C(=O)N1CCOCC1	5.0	4.4
O=C1CC(c2ccccc2)CN1 (stereo not given)	5.6	-6.0
Cc1ccc(C2C(S(C)(=O)=O)=C(O)C(=O)N2c2ccccc2)cc1 (stereo not given) (tested in a mixture with another compound)	-24.8	9.2
O=P(OCC(F)(F)C(F)F)(N1CCOCC1)N1CCOCC1	13.5	1.2
CC1=C(C(=O)O)N2C(=O)C(NC(=O)CCCC(=O)O)C2SC1 (stereo not given)	-7.6	-0.2

Single records, from the list above. Values in the order: TAG inh | TAG inh DAPI viability
`COC(=O)C1=C(c2ccc(C(C)=O)cc2)C[C@@H]2CC[C@H]1N2C(=O)N1CCC(O)CC1` in the list: -11.0 | -10.5
`COc1ccc(C2(c3cccc(O)c3OC)CCN(C(C)=O)CC2)cc1O` in the list: -19.4 | 11.3

Additional entries:
canonical_smiles	TAG inh	TAG inh DAPI viability
CCc1ccc(N2C(=O)NC(=O)C(Cc3ccc(OC)cc3OC)C2=O)cc1 (stereo not given)	0.3	1.0
O=C(COC(=O)Cc1ccccc1)Nc1cccnc1Cl	0.9	-5.3
O=C1C2CCCC1C(N1CCCC1)CC2 (stereo not given)	-2.2	0.7
Cc1ccc(S(=O)(=O)N2Cc3cnnn3-c3ccccc3C2C#N)cc1 (stereo not given)	-3.9	3.4
CC(=O)c1cc(C#N)c(N2CCN(C)CC2)nc1C	11.8	-3.8
c1ccc(C(CN2CCCCC2)c2ccccc2)cc1	3.8	-2.4
COC(=O)N1Cc2ccccc2-n2nncc2C1	7.1	-4.1
CN(C(=O)Oc1ccc(C(C)(C)C)cc1)c1ccccc1	-10.1	7.0
Cc1ccc(C(C)C)c(OCC#CCN2CCCC2)c1	-13.5	25.4
CC12CN3CC(C)(CN(C1)C3c1cccnc1)C2=O (stereo not given)	-10.7	6.7
CCOC(=O)CC1c2ccccc2-n2nncc2CN1C (stereo not given)	-9.1	10.6
O=C(c1cc2nc(-c3ccccc3)cc(-c3ccccc3)n2n1)N1CCC2(CC1)OCCO2	-5.3	22.3
CCOCCCN=Cc1c(O)n(Cc2ccccc2)c(=O)[nH]c1=O	9.2	-5.6
O=C1NC(=O)C(=Cc2cccs2)C(=O)N1	11.1	3.1
Cc1c(N=Cc2c(O)n(Cc3ccco3)c(=O)[nH]c2=O)c(=O)n(-c2ccccc2)n1C	9.1	2.5

Further records:
canonical_smiles	TAG inh	TAG inh DAPI viability
CC(=O)N(C1=NCCCS1)c1ccc(Cl)cc1	9.6	-4.3
Cc1ccc(OCC(=O)N2CCN(CC3CC4C=CC3C4)CC2)cc1 (stereo not given)	-6.7	2.7
Cc1ccc(-c2cc(-c3ccc(C)cc3)[n+](-c3ccc(C(=O)O)cc3)c(-c3ccc(C)cc3)c2)cc1	-51.6	9.9
O=C(N/N=C/c1c(O)n(CCc2ccc(F)cc2)c(=O)[nH]c1=O)c1ccccc1	0.7	1.9
CN1C(=O)NC(=O)/C(=C/c2ccc([N+](=O)[O-])s2)C1=O	10.0	15.5
CC(C)c1cccc(C(C)C)c1OCCn1ccnc1	-18.6	10.0
O=C(C(=O)N1CCOCC1)c1cn(Cc2ccc(F)cc2)c2ccccc12	2.3	-3.9
Cc1ccccc1-n1c(O)c(/C=N/c2nccs2)c(=O)[nH]c1=O	-7.2	8.5
O=c1[nH]c(=O)n(CCC2=CCCCC2)c(O)c1C=Nc1cccc(F)c1	5.5	-7.6
CN(CC#CCN1CCCC1)C(=O)c1cccc(Cl)c1	-2.0	2.8
C[C@]12CC[C@H](O)CC1=CCC1C2CC[C@@]2(C)C1C[C@@H](O)[C@@H]2O (stereo not given in full)	-19.7	10.3
COC(=O)C1=C(c2cccc(C#N)c2)C[C@@H]2CC[C@H]1N2C(=O)NC1CCCCC1	5.4	-9.7
O=C(CN1CCOCC1)c1cccc2ccccc12	-10.2	9.6
O=C(CNS(=O)(=O)c1ccc(Br)s1)N1CCC2(CC1)OCCO2	6.0	-13.2
OC(C#CCN1CCOCC1)(c1ccccc1)C1CCCC1 (stereo not given)	0.0	4.1

Going on with the list:
canonical_smiles	TAG inh	TAG inh DAPI viability
CC(=O)Nc1ccccc1C(=O)OCc1ccc(F)cc1	0.5	6.8
C[C@]12CC[C@@H](O)C[C@H]1CC[C@@H]1[C@@H]2CC[C@]2(C)C(=O)CC[C@@H]12	1.9	2.3
Cc1cccc(NC(=O)C(C)N2CC=C(c3ccccc3)CC2)c1 (stereo not given)	-7.8	2.6
O=C(COc1ccc(Cl)cc1)N1CCN(C/C=C/c2ccccc2)CC1	13.6	-4.9
CCOc1ccc(N2C(=O)CC(=O)NC2=O)cc1	-5.5	-5.7
C=CCn1c(O)c(C=Nc2ccc(OC)cc2C)c(=O)[nH]c1=O	-10.4	-4.0
CN1CCC(N(C)c2ncnc3ccc(Br)cc23)CC1	1.8	1.7
COC(=O)C1=C(c2cccc(NC(C)=O)c2)C[C@@H]2CC[C@H]1N2C	-1.6	7.5
COCc1cc(C2SCC(=O)Nc3c2c(=O)[nH]n3C(C)C)ccc1OC (stereo not given)	14.3	-18.8
O=C(Cc1ccccc1)N1CCN(Cc2cccc(Br)c2)CC1	12.0	-16.3
CCCc1c(C)nc(SCC(=O)C(C)(C)C)nc1OC(=O)N(C)C	-3.8	-6.4
O=C(O)CCn1cc(C=C2C(=O)NC(=O)NC2=O)c(-c2cc3ccccc3oc2=O)n1	15.1	-7.7
COC(=O)C1=C(c2ccc3ccccc3c2)C[C@@H]2CC[C@H]1N2C(=O)NCC1CC1	-31.0	-0.8
O=c1[nH]c(O)c(N=Nc2ccc(SC(F)F)cc2)c(=O)[nH]1	-2.2	2.4
N#CC(C#N)=NNc1ccc(-n2ccc(C(F)(F)F)n2)cc1	-10.0	2.3

More results follow:
canonical_smiles	TAG inh	TAG inh DAPI viability
COc1cc(OC)cc(C(=O)Nc2ccc(Br)cc2C(=O)c2ccccc2)c1	-1.2	3.4
CCCC(C)(COC(N)=O)COC(=O)NC(C)C (stereo not given)	2.0	1.8
O=[N+]([O-])c1cc(F)c(N2CCCCCC2)cc1N1CCNCC1	27.0	6.4
O=c1[nH]c(=S)[nH]c(O)c1N=Nc1cc(S(=O)(=O)Nc2ccc(Cl)cc2)ccc1Cl	-2.1	-3.1
CC(=O)O[C@H]1CCC2C3CC[C@H]4[C@@H](O)[C@H](O)CC[C@]4(C)C3CC[C@@]21C (stereo not given in full)	-6.2	6.4
CC1=CC(=C2C(=O)NC(=S)NC2=O)C=C(C(F)(F)F)N1C	1.4	-8.2
COc1ccccc1CCNCc1cccc(C(F)(F)F)c1	-1.9	5.2
N#C/C(=C\c1ccc(O)cc1)C(=O)O (tested in a mixture with another compound)	2.1	9.5
COc1ccc2c(c1OC)C(=O)OC2C1c2cc3c(cc2CCN1C)OCO3 (stereo not given)	4.9	3.0
Cc1ccc(C(O)P(=O)(Oc2ccccc2)Oc2ccccc2)cc1 (stereo not given)	4.5	6.1
CCOC(=O)c1c(/N=C/c2c(O)n(-c3cccc(C)c3)c(=O)[nH]c2=O)sc2c1CCCC2	4.5	-1.2
Nc1nnc(CCN2CCCCC2)s1	-6.2	6.5
O=C1CC(=O)N(c2ccc3c(c2)OCO3)C(=O)N1	-12.3	11.8
Cc1ccnc(NC(=O)CCCc2ccc(N(CCCl)CCCl)cc2)n1	-23.5	-10.4
CN=C(SCc1ccccc1)c1c(O)n(C)c(=O)n(C)c1=O	-14.0	5.1
CC1CN=C(NCCc2ccccc2)S1 (stereo not given)	9.8	-12.4
CC1CC(C)CC(C)C(O)C(C#N)=CC=CCC(C2CCCC2C(=O)O)OC(=O)CC(O)C(C)C1 (stereo not given)	107.1	-89.0
CCCCn1c(O)c(C(C)=NCc2ccco2)c(=O)[nH]c1=O	4.0	2.9

A portion of the library. The share of hits here may be higher or lower than overall.
